Assay outcomes deposited in PubChem by several laboratories.
PKA-R1A activ = activates the PKA-R1A holoenzyme complex | P00514+P68181 | PKA-R1A dissociation, Cy5-IP20 fluorescence polarization; scaled: DMSO 0%, 113 µM cGMP 100% | activation, % at 11.4 µM | actives 0.083% (n = 340,000) | AID 504707;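 active = percent activation above the mean of all tested compounds plus 3 SD, cut at about 19% in these data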;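 note: higher means more PKAc released from R1A so a rise in polarization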
SR-BI DiI-HDL act = SR-BI HDL lipid transfer activation | activation, % at 12.5 µM | CHO ldlA[mSR-BI] cells, DiI-HDL uptake fluorescence, 3 h; 100 = double the neutral-control signal | actives 0.096% (n = 320,000);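 active = mean replicate activation of at least 60% and every replicate at or above 60%; inconclusive = mean or all-replicate condition met, but not both; inactive = mean below 60% and not all replicates reaching 60%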;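 note: 0% = median plate neutral-control signal and 100% = twice that signal; values of inactives mirror those of a sister screen read the other way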
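System: CHO ldlA[mSR-BI] cells / Medium: HEPES-buffered (25 mM, pH 7.4) F12 plus 0.5% BSA / Probe or stimulus: labelled HDL, 10 µg/mL / Doses: single compound concentration, delivered by pin transfer / Schedule: 3 h, 37 °C / Measured by: DiI fluorescence, bottom read / Measure: cell-associated DiI fluorescence as measure of HDL uptake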
PKA-R2B activ = activators of human PKA-R2B complex; AID 504700; actives 0.079% (n = 340,000); activation, % at 11.4 µM; P22694+P31323; PKA-R2B holoenzyme dissociation, Cy5-IP20 fluorescence polarization; R2B truncated from residue 108, S112A mutant; 0% DMSO only, 100% 113 µM cGMP;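 active = activation above a cutoff set at the mean over all compounds plus 3 SD, cut at about 18% in these data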;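 note: higher means more holoenzyme dissociation and a rise in polarization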
DSG3 Ab inh = inhibitors of pemphigus antibody binding to human desmoglein-3 | P32926 | DSG3-coupled beads, scFv-anti-DSG3-GFP binding, flow cytometry; active compounds read low | binding (percent of control), % at 10 µM | actives 0.48% (n = 310,000) | AID 588358;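 active = binding more than 3 SD below its plate's average and above zero; inconclusive = below that plate limit but binding exactly zero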;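 note: hits lower antibody fragment binding to DSG3; some compounds called inactive have numbers as strong as hits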
Arr AP2 block = inhibitors of human beta-arrestin and AP2 interaction; FITC-arrestin peptide / GST-AP2 beads, flow cytometry; AP2 beta2 appendage carries R879A mutation; actives 0.31% (n = 340,000); inhibition, % at 10 µM;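 active = inhibition above a set limit, near 3 SD of compounds lacking own fluorescence, cut at about 54% in these data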;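 note: plate controls were DMSO wells for no effect and 5 µM unlabelled arrestin peptide for full effect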
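System: GST-AP2 R879A glutathione beads | Also added: FITC-arrestin peptide, 50 nM | Times: 12 min plus 1 h, RT | Signal: Bead flow cytometry, FITC channel | Buffer or medium: PBS with 0.05% Tween 20 and 0.1% BSA | Read-out basis: Percent drop in bead-associated FITC signal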
NSD2 inh = NSD2 (human) methyltransferase inhibition; AID 743445; NSD2 peptide methylation, AlphaScreen, 120 min; O96028; actives 0.54% (n = 310,000); inhibition, % at 12.5 µM; in the data active = inhibition above about 50%
SR-BI HDL uptake = inhibitors of mouse SR-BI mediated HDL lipid uptake. ldlA[mSR-BI] CHO cells, DiI-HDL uptake fluorescence, 3 h. AID 488896. inhibition, % at 12.5 µM. actives 0.96% (n = 320,000);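 active = mean replicate inhibition of at least 70% and a set share of replicates each scoring 70 or more; inconclusive = meets just one of the two criteria; inactive = fails both criteria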;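 note: 0% = median of neutral control wells and 100% = median of positive control wells; values of inactives mirror those of a sister screen read the other way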
SUMO Mot1 rescue = blocks SUMOylation pathway, rescuing yeast Mot1-301 growth | S. cerevisiae Mot1-301 growth rescue, ATP luminescence, 38.5C; percent above DMSO median, 100 means doubled | growth rescue, % at 18.8 µM | actives 1% (n = 320,000) | AID 2716;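 active = every valid replicate shows activation above 250% relative to neutral control wells; inactive = the rest, any valid replicate at or below 250%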;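 note: OY570 slx delta 5 strain wells were the positive control but not used for scaling; some compounds called inactive have numbers as strong as hits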
dFosB act = mouse delta FosB homodimer activation. P13346. purified delta FosB, TAMRA-CDK5 oligo fluorescence polarization; percent of positive-control signal above neutral wells. activation, % at 25 µM. actives 0.99% (n = 340,000). AID 493131;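 active = mean activation above about 17%, with every replicate also reaching it, limit read from the data, passing the limit was not always enough; inconclusive = only one of the two conditions met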;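 note: fluorescence polarization rise as delta FosB binds a TAMRA Cdk5 AP-1 oligo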
Target sequence (P13346 whole entry, looked up): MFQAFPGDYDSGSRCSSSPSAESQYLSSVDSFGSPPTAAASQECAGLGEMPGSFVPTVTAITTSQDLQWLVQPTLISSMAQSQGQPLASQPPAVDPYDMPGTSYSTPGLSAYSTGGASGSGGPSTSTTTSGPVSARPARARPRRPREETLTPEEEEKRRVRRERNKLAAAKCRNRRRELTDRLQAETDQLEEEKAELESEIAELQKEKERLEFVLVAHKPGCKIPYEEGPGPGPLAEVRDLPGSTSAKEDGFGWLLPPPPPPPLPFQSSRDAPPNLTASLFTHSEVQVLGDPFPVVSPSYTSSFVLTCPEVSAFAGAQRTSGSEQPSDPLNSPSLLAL
MITF TRPM1 HTS = activators of MITF-driven TRPM1 promoter activity in SK-MEL-5 cells; SK-MEL-5 TRPM1-promoter luciferase, 24 h; % of positive control, neutral wells = 0; activation, % at 12.5 µM; actives 0.75% (n = 300,000);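 active = mean activation of at least 80% with every replicate also reaching 80%; inconclusive = mean reaches 80% but some replicate falls short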;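 note: 0% = neutral control wells and 100% = parthenolide positive control wells; values of inactives mirror those of a sister screen read the other way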
CDK5 inh = CDK5/p35 (human) kinase inhibition. Q00535+Q15078. actives 0.01% (n = 330,000). AID 488839. inhibition, % at 10 µM. Recombinant CDK5/p35, ADP-Glo luminescence, 60 min;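 active = highest replicate inhibition of at least 50% and at least 75% of replicates reaching 50%; inconclusive = only one of the two criteria met; inactive = both criteria failed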;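 note: plate controls were DMSO neutral control for no effect and GW8510 at 10 µM for full effect; many of its hits are not listed in these tables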
Target sequence (Q00535 whole entry, looked up): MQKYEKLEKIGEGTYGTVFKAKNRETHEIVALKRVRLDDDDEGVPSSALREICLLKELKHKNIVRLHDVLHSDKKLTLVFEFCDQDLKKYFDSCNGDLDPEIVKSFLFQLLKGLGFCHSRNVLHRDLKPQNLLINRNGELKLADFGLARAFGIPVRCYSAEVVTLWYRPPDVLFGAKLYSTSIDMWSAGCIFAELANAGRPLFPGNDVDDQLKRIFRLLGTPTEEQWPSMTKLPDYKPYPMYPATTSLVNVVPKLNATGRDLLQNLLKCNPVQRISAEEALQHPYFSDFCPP
Target sequence (Q15078 whole entry, looked up): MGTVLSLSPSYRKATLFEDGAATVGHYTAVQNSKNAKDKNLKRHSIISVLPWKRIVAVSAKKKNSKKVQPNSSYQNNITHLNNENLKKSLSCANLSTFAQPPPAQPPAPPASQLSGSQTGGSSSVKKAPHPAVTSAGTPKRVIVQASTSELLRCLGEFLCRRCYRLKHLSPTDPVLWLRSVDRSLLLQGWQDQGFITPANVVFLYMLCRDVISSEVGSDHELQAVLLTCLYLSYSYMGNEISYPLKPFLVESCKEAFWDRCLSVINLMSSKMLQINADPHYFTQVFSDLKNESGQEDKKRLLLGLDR
* hit, by the source's call; u = inconclusive; x = not tested or not shown.

Screens in order: PKA-R1A activ	SR-BI DiI-HDL act	PKA-R2B activ	DSG3 Ab inh	Arr AP2 block	NSD2 inh	SR-BI HDL uptake	SUMO Mot1 rescue	dFosB act	MITF TRPM1 HTS	CDK5 inh
- CCOC(=O)Nc1ccc(S(=O)(=O)Nn2cnnc2)cc1
 : 0	-14	-1	106	-1	-1	14	0	-1	-2	3.2
- COC(=O)C1C(=O)NCC1c1ccccc1 (centres undefined)
 : -3	4	-3	114	-5	-2	-4	x	-1	4	-0.1
- CC1CN(C(=S)SCC(=O)c2ccc(Cl)cc2)CC(C)O1 (centres undefined)
 : 11	-20	6	123	12	4	20	26	-4	7	-2.1
- CC(=O)OCC1OC(n2c3c(cc(C#N)c2=S)CCCC3)C(OC(C)=O)C(OC(C)=O)C1OC(C)=O (centres undefined)
 : -7	2	-12	84	-16	0	-2	x	-12	x	-1.9
- O=C(NC(=O)N1CCN(c2ccc(F)cc2)CC1)c1ccccc1
 : -13	1	2	98	21	-4	-1	2	-1	-9	-3.0
- COc1cc(S(=O)(=O)N(C)C)ccc1Br
 : 5	2	6	99	4	-1	-2	13	0	-3	0.0
- CCOc1cc(C=NN=C2c3ccccc3-c3ccccc32)ccc1O
 : -3	-76	0	103	-6	2	76*	x	-2	4	-0.3
- C=CCC[C@H](Cc1ccc(F)cc1)C(=O)OC[C@@H](C)NC(=O)[C@H](CC=C)CC(=O)NCCO
 : 2	-23	1	99	3	x	23	-12	-2	2	-1.9
- Cc1ccccc1-n1nnnc1SCC(=O)NCC1CCCO1 (centres undefined)
 : 8	23	-4	111	9	-5	-23	x	5	14	1.0
- CC(=O)c1ccc(-n2nncc2-c2ccc([N+](=O)[O-])cc2)cc1
 : -9	-8	-6	105	16	0	8	-17	-9	-1	-0.5
- O=C1CSC(c2nn(-c3ccccc3)cc2-c2cc3ccccc3oc2=O)N1Cc1ccco1 (centres undefined)
 : -2	-33	-12	104	11	-1	33	-2	-2	-9	14
- CC(C)c1c(C(=O)N/N=C/c2ccc(OCc3ccc(F)cc3)cc2)nnn1-c1nonc1N
 : -7	-32	2	94	-10	-6	32	-10	u	44	-0.5
- O=C(Nc1ccc(Cl)c([N+](=O)[O-])c1)ONC1=NCCCCC1
 : -6	-1	0	x	-9	3	1	-15	-1	-4	0.6
- CC(=O)Nc1ccc(NS(=O)(=O)c2ccc(C)cc2)c([N+](=O)[O-])c1
 : -8	3	-3	109	2	-1	-3	10	-7	2	1.1
- C=CCc1cc(Cl)ccc1OCCN1CC(C)OC(C)C1 (centres undefined)
 : -10	-3	7	111	25	0	3	56	-5	7	0.8
- COc1c(Cl)cc(Cl)cc1/C=C/C(=O)c1ccc(NC(=O)c2cccs2)cc1
 : -5	-65	-9	98	23	0	65	-18	5	-68	-3.4
- CN1CCN(c2ccc(NC(=O)c3ccc4c(c3)OCCO4)cc2)CC1
 : 9	15	0	90	-1	2	-15	-15	-1	17	1.6
- CN(CCCC(=O)NCc1ccco1)S(=O)(=O)c1ccccc1
 : -5	16	-7	96	18	-1	-16	-8	-4	0	-0.6
- CC1CC(C)CN(C(=O)Cn2cc(C=O)c3ccccc32)C1 (centres undefined)
 : -3	14	0	96	34	-4	-14	386	-7	4	0.3
- COc1ccc(C)cc1N(C(=O)c1ccc(F)cc1)c1nc2ccccc2s1
 : -1	-5	4	97	13	-1	5	-6	-2	-9	-2.6
- CCN(CC)C(=O)CSc1nnc(-c2ccccc2)n1N
 : -7	5	-1	101	4	-1	-5	-4	4	-2	-0.3
- CCOc1cc(C(=S)N2CCCCC2)ccc1OCC(=O)NCc1ccccc1
 : -6	-9	-1	128	-7	1	9	26	-9	-5	-2.4
- CC(=O)Nc1ccc(NC(=O)C(C)Sc2nnc(-c3cccs3)o2)cc1 (centres undefined)
 : 5	19	-7	98	-8	-2	-19	-10	-1	-8	0.3
- CCc1ccc(CNC(=O)C2CC(=O)N(CCc3ccc(C)cc3)C2)cc1 (centres undefined)
 : -2	8	-8	102	7	6	-8	0	-4	7	-1.1
- CCOC(=O)c1c(NC(=O)CN2CCCCC2)sc2c1CCN(C(=O)OCC)C2
 : -3	-22	6	140	-1	-2	22	-6	-13	4	-1.6
- O=C(c1ccc2c(c1)OCO2)C1CCCN(Cc2c(F)ccc(F)c2F)C1 (centres undefined)
 : -9	8	-11	x	-5	3	-8	3	-5	2	-1.9
- CCOC(=O)c1cnn(-c2ccccc2)c1NC(=O)C(F)(F)C(F)(F)C(F)(F)F
 : -11	12	-3	98	24	-1	-12	147	1	-8	-2.8
- Cc1ccc(S(=O)(=O)N2CCCCC2)cc1C(=O)NCCC1=CCCCC1
 : -1	11	-2	103	23	-13	-11	3	6	-4	1.9
- Cc1cc(=O)n2ccsc2n1
 : -3	35	-3	98	5	2	-35	x	-2	6	0.7
- N#CCc1ccc(Oc2ccc([N+](=O)[O-])cn2)cc1
 : 4	11	-7	103	-12	0	-11	9	6	4	0.9
- O=C(O)CN1CCCCC1
 : 0	-8	-5	116	4	-3	8	-7	-2	-8	-0.4
- O=C(/C=C/N1CCN(Cc2ccccc2)CC1)C(F)(F)F
 : 5	13	5	100	31	-2	-13	-11	-1	1	-0.5
- CC1CCN(CCCNC(=O)C2CC(=O)N(CCc3ccccc3)C2)CC1 (centres undefined)
 : -7	0	-9	100	27	1	0	0	-3	-5	0.3
- CCOC(=O)c1sc2nc(CC(C)C)c3c(c2c1N)CCC3
 : -22	-37	-4	-12*	5	-2	37	-8	0	5	0.2
- O=C(NNC(=S)NC(=O)c1cccs1)c1ccc(O)cc1
 : -6	17	5	113	-2	0	-17	-12	-8	-7	0.2
- COc1ccccc1C1CC(=O)NC(C)=C1C(=O)OC(C)C (centres undefined)
 : -1	-8	1	112	2	1	8	-5	-8	-1	-1.1
- CCOc1ccc(C(c2c(C)[nH][nH]c2=O)c2c(C)[nH][nH]c2=O)cc1OC
 : -2	14	1	90	24	7	-14	0	-2	x	-0.7
- N#Cc1ccc(CN2CCN(CC(=O)Nc3ccccc3C(=O)NC3CC3)CC2)cc1
 : 16	21	0	99	6	0	-21	8	-8	6	0.4
- Cc1ccc(S(=O)(=O)N2CCC(C(=O)N/N=C/c3cccn3C)CC2)cc1
 : -5	-6	8	90	-5	5	6	-3	-8	-11	3.0
- O=C1C2CCCN2C(c2ccc(Cl)cc2)N1c1nccs1 (centres undefined)
 : 6	33	-5	104	-2	x	-33	10	0	x	0.6
- Cc1cccc2c1c(N=NC(N)=S)c(O)n2C1OC(CO)C(O)C(O)C1O (centres undefined)
 : 11	16	-1	118	16	0	-16	-32	-6	x	1.6
- CN(C)S(=O)(=O)c1ccc(N2CCCC2)c(C(=O)N2CCN(c3ccc([N+](=O)[O-])cc3)CC2)c1
 : -6	-1	-8	98	4	7	1	-10	-8	-3	1.7
- CCOC(=O)C1CCN(C(=O)NS(=O)(=O)c2ccc(C)cc2)CC1
 : 0	13	3	105	-3	-5	-13	-13	0	-4	-2.0
- CC1CCCCC1NC(=O)Cn1cc([N+](=O)[O-])ccc1=O (centres undefined)
 : 4	17	0	102	6	0	-17	-16	-3	13	0.9
- CN(CC(=O)Nc1ccccc1C(F)(F)F)C(=O)c1cc2c(s1)CCCCC2
 : 0	1	5	97	-5	5	-1	-13	-4	7	-0.3
- Cc1cccc(NC(=O)CC(C)S(=O)(=O)c2ccc3c(c2)NC(=O)CO3)c1C (centres undefined)
 : -14	32	-3	x	-5	-3	-32	126	0	6	1.4
- CC(O)CN(Cc1ccc(Cl)cc1)CC(C)O (centres undefined)
 : 1	23	-13	x	-8	23	-23	2	3	2	1.2
- CCc1nc(SCC(=O)Nc2cccc3ccccc23)[nH]c(=O)c1C
 : 2	x	0	101	-2	-8	x	3	6	-7	-0.7
- Cc1cc(C)c2ccc(NN)nc2c1O
 : 1	-1	-14	x	-1	-2	1	23	1	-31	1.3
- O=C(COC(=O)c1ccc(Cl)nc1)NNC(=O)c1ccc(Cl)cc1
 : -4	13	3	100	3	0	-13	8	-3	5	-3.9
- O=C1c2cccc3cccc(c23)C(=O)N1CC1CCN(CC(O)COCc2ccc3c(c2)OCO3)CC1 (centres undefined)
 : 4	-70	4	108	-11	10	70*	9	7	-6	-2.2
- CN(Cc1cccc(Cl)c1Cl)C(=O)c1cc(S(=O)(=O)N2CCOCC2)ccc1F
 : 6	1	4	98	-2	2	-1	9	-16	4	-1.4
- Cc1cc2c(C)cc(=O)[nH]c2cc1NC(=O)CCl
 : -12	x	-9	91	-2	17	x	-2	-6	-44	0.5
- CCc1cc(C(=O)OC)c(NC(=O)c2cc(Br)cs2)s1
 : -8	-12	10	103	-2	0	12	-17	-1	16	-3.2
- CC(C)[C@H](NC(=O)c1ccccc1)C(=O)N1CCc2ccccc21
 : 2	22	-7	99	12	-4	-22	-24	-12	1	0.3
- Cc1nc(-c2cccs2)ccc1C(=O)O
 : 8	18	-5	113	0	-1	-18	15	3	-2	1.1
- O=C(Nc1nnc(-c2ccccc2SCc2ccccc2F)s1)Nc1ccccc1F
 : -6	-6	-3	98	7	x	6	-6	-8	1	-0.3
- CCOC(=O)C1(O)CSc2nc3sc(C(=O)O)c(C)c3c(=O)n21 (centres undefined)
 : 7	9	-2	108	2	2	-9	-1	-5	3	-0.4
- COc1c(C(=O)N2CCCC2)ccc2ccccc12
 : -1	-8	4	104	-2	0	8	-2	3	x	0.2
- O=C(Nc1cccc(O)c1)c1ccc([N+](=O)[O-])cc1Cl
 : 12	-2	6	94	9	0	2	-24	1	28	1.2

Random draw from the library; about 4.7% have a hit in one of these screens.
